Assay outcomes from PubChem BioAssay.
DENV2 CPE = inhibitors of DENV2 cytopathic effect; DENV2-infected cells, cytopathic effect rescue, plate reader; CPE inhibition, % at 9.99 µM; 1.7% of 350,000 active; in the data active = CPE inhibition above about 20%, passing the limit was not always enough; tested in BHK-21 cells;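 also: 0% = median of neutral control wells and 100% = median of positive control wells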
GSIS activator = primary screen for activators of insulin secretion dependent on glucose, INS-1E cells, GLuc reporter luminescence | INS-1E GLuc reporter insulin secretion, 2-3 h | activation, % at 16.6 µM | 0.61% of 370,000 active | AID 743287;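 active = lowest replicate activation of at least 40%, so every replicate reaches that level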;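 also: 0% = median of neutral control wells and 100% = median of IBMX positive control wells; some compounds called inactive have numbers as strong as hits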
F508del corr = CFTR F508del correction in bronchial cells | 0.36% of 350,000 active | CFBE cells, YFP halide quenching; stimulated with forskolin plus potentiator P3; % fluorescence drop versus neutral controls | activity (quench increase), % at 7.58 µM | AID 720511;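 active = mean added fluorescence quench of at least 8% versus neutral control, with both replicates also reaching 8%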;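 also: cells transiently co-express mutant CFTR-F508del with the halide-sensitive YFP; corrector assay measuring rescue of mutant channel to the surface after 24 h compound exposure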
ARNT-TACC3 inh = ARNT/TACC3 interaction disruption; Q9Y6A5; inhibition, % at 9.99 µM; AID 623870; AlphaScreen His-ARNT PAS-B/GST-TACC3 binding, luminescence; TACC3 fragment carries E629A point mutation; 0.66% of 390,000 active;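 active = mean inhibition of replicates at least 50% and at least half of replicates each reaching 50%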;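 also: 0% = complete ARNT plus TACC3 wells and 100% = ARNT alone without TACC3; many hits fall short of the cut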
Xi reactivation = activators of X-chromosome reactivation in mouse fibroblasts; XiGFP mouse fibroblasts, % GFP-positive cells imaging, 3 d; cells co-treated with 5-aza-dC sensitizer; scaled so ellipticine positive control = 100%; activation, % at 7.58 µM; 0.055% of 360,000 active; AID 743238;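 active = mean normalized replicate activation at least 10% and every replicate at or above 10%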;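 also: 0% = median of on-plate neutral control wells and 100% = ellipticine 6 µM median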
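System: XiGFP fibroblasts, SV40-immortalized. Medium: DMEM plus 5-aza-dC sensitizer. Doses: single point. Timing: 3 d treatment, 15 min room-temperature fixation. Control set: ellipticine 6 µM.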
PAX8 reporter = inhibitors of PAX8 transcriptional activity in RMG-I cells; RMG-I TPO-luciferase reporter, SteadyGlo, 24 h; inhibition, % at 12.6 µM; 1.2% of 360,000 active; AID 652154;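 active = mean replicate inhibition at least 60% with every replicate also reaching 60%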;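 also: luciferase light reporting Pax8 driven TPO promoter activity; plate controls were median of neutral control wells for no effect and mitoxantrone controls for full effect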
ERp5 block = inhibitors of human ERp5. 0.05% of 350,000 active. ERp5 insulin aggregation, absorbance 650 nm, 90 min. Q15084. AID 651711. inhibition, % at 9.99 µM;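 active = mean replicate inhibition above about 25%, with every replicate also reaching it, limit read from the data, passing the limit was not always enough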
Target sequence (Q15084 whole entry, looked up): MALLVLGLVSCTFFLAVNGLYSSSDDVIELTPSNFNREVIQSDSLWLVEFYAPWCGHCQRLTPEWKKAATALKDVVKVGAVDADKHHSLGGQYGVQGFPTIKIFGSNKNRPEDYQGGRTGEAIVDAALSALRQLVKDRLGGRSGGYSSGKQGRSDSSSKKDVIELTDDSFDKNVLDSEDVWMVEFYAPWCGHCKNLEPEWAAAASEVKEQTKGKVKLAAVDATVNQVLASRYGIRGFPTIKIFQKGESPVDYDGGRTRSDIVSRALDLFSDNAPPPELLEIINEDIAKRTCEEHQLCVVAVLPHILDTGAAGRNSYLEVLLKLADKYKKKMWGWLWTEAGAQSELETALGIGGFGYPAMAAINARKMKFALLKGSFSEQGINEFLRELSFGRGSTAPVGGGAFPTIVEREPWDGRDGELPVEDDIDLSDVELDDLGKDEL
EWS-Fli inh = EWS/Fli transcriptional activity inhibition. A673 NR0B1-luciferase reporter, viability-normalised. inhibition, % at 12.6 µM. 0.67% of 350,000 active;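 active = mean inhibition of at least 50% after viability correction, with every replicate also passing that limit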;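 also: firefly luciferase signal divided by Alamar Blue viability fluorescence both relative to DMSO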
Numbers without * were called inactive. Rows are unselected; about 4.2% have a hit in one of these screens.

Results for COc1cc(Cl)ccc1OC1(C)CCN(Cc2cccn2-c2nccs2)C1 (stereo not drawn) ?
DENV2 CPE: 0; GSIS activator: -12; F508del corr: 2.9; Xi reactivation: -0.1; PAX8 reporter: 11; ERp5 block: 3; EWS-Fli inh: 7

What do the screens show for `Cc1cc(N2CCOCC2)ccc1/C=C1\NC(=O)N(Cc2ccccc2F)C1=O`?
DENV2 CPE: -2; GSIS activator: -4; F508del corr: -2.4; ARNT-TACC3 inh: -3; Xi reactivation: 3.2; PAX8 reporter: 5; ERp5 block: 1; EWS-Fli inh: 9

How did C[C@H]1CN([C@@H](C)CO)S(=O)(=O)c2ccc(C#CC(C)(C)O)cc2O[C@@H]1CN(C)Cc1ccncc1 do in these assays?
DENV2 CPE: 3; GSIS activator: 20; F508del corr: 1.7; ARNT-TACC3 inh: -6; Xi reactivation: 0.0; ERp5 block: 0; EWS-Fli inh: -3

How did C[C@H](CO)N1C[C@H](C)[C@@H](CN(C)Cc2ccc(C(F)(F)F)cc2)Oc2c(NS(=O)(=O)c3cccs3)cccc2C1=O do in these assays?
DENV2 CPE: -5; GSIS activator: -4; F508del corr: 1.9; ARNT-TACC3 inh: 17; Xi reactivation: 0.1; PAX8 reporter: 6; ERp5 block: -2; EWS-Fli inh: 13

How did CCCC#Cc1cnc2c(c1)C(=O)N([C@@H](C)CO)C[C@H](C)[C@@H](CN(C)Cc1ccncc1)O2 do in these assays?
DENV2 CPE: 6; GSIS activator: -1; Xi reactivation: -0.2; PAX8 reporter: -34; ERp5 block: -1; EWS-Fli inh: -8

Results for COc1ccc(C(=O)N/N=c2\oc3ccccc3cc2C(=O)NCc2ccccc2)cc1 ?
GSIS activator: -34; ARNT-TACC3 inh: -5; Xi reactivation: 0.3; PAX8 reporter: -9

Results for CCOC(=O)c1c[nH]n2c(=O)cc(C)nc12 ?
DENV2 CPE: -4; GSIS activator: 15; F508del corr: -0.8; ARNT-TACC3 inh: -16; Xi reactivation: 0.0; PAX8 reporter: 1; ERp5 block: 4; EWS-Fli inh: 8

How did CCC(=O)N1[C@H](CO)[C@@H](c2ccc(-c3ccccc3OC)cc2)C12CN(C(C)=O)C2 do in these assays?
DENV2 CPE: 15; GSIS activator: -6; F508del corr: 0.5; Xi reactivation: 0.0; ERp5 block: 0; EWS-Fli inh: 4

What do the screens show for `CCCCCN(C(=O)CCC(=O)OCC(=O)NCc1cccc(OC)c1)c1c(N)n(CCCC)c(=O)[nH]c1=O`?
DENV2 CPE: 1; GSIS activator: 3; F508del corr: 1.6; ARNT-TACC3 inh: -3; Xi reactivation: -0.1; PAX8 reporter: 16; ERp5 block: 6; EWS-Fli inh: -3

What do the screens show for `Cc1ccc(S(=O)(=O)N2CC=C(c3ccc(F)cc3)CC2)cc1`?
GSIS activator: -17; ARNT-TACC3 inh: -20; Xi reactivation: -0.1; PAX8 reporter: 11

Results for CC(C)C#Cc1cnc2c(c1)C(=O)N([C@H](C)CO)C[C@@H](C)[C@H](CN(C)Cc1ccccn1)O2 ?
DENV2 CPE: 10; GSIS activator: 3; F508del corr: 0.8; ARNT-TACC3 inh: 25; Xi reactivation: -0.4; PAX8 reporter: 20; EWS-Fli inh: 13

Results for CC(C)Nc1nc(NCCN2CCNC2=O)c2sccc2n1 ?
DENV2 CPE: -1; GSIS activator: 32; F508del corr: -2.7; Xi reactivation: 0.0; PAX8 reporter: 14; ERp5 block: -2; EWS-Fli inh: -2

What do the screens show for `Cc1cccc(-c2ccc([C@@H]3[C@H]4CN(C(=O)c5ccc6c(c5)OCO6)CCCCN4[C@H]3CO)cc2)c1`?
DENV2 CPE: -36; GSIS activator: 4; F508del corr: -3.8; ARNT-TACC3 inh: 1; Xi reactivation: 0.0; PAX8 reporter: 13; ERp5 block: 2; EWS-Fli inh: 18

What do the screens show for `Nc1c(C(=O)Nc2ccc3c(c2)OCCO3)nnn1Cc1ccc(Cl)cc1`?
DENV2 CPE: 5; GSIS activator: 45*; F508del corr: 4.4; ARNT-TACC3 inh: 2; Xi reactivation: -0.1; PAX8 reporter: -271; ERp5 block: 5; EWS-Fli inh: -113

Results for CCC(=O)N(C)C[C@@H]1Oc2ncc(C#Cc3ccc(OC)cc3)cc2C(=O)N([C@@H](C)CO)C[C@H]1C ?
DENV2 CPE: 10; GSIS activator: -7; F508del corr: -2.7; ARNT-TACC3 inh: -3; Xi reactivation: -0.2; PAX8 reporter: 1; ERp5 block: -2; EWS-Fli inh: -2

What do the screens show for `Cc1ccc(/C=C/c2nc3ccccc3c(=O)[nH]2)cc1`?
DENV2 CPE: 5; GSIS activator: -1; F508del corr: -0.1; ARNT-TACC3 inh: -10; Xi reactivation: -0.1; PAX8 reporter: -1; ERp5 block: 1; EWS-Fli inh: 70*

What do the screens show for `CC1(C)Cc2cccc(Oc3ccc(S(=O)(=O)N4CCCC4)cn3)c2O1`?
DENV2 CPE: 15; GSIS activator: 5; F508del corr: -2.4; ARNT-TACC3 inh: -1; Xi reactivation: -0.1; PAX8 reporter: 11; ERp5 block: 5; EWS-Fli inh: -7

What do the screens show for `COc1ccccc1CNC(=O)CSC(=S)N1CCCC1`?
DENV2 CPE: 1; GSIS activator: 2; F508del corr: -3.0; ARNT-TACC3 inh: -1; Xi reactivation: 0.0; PAX8 reporter: 11; ERp5 block: -1; EWS-Fli inh: -4

What do the screens show for `Cc1cc(C)n(-c2ccc(C(=O)Nc3cccc([N+](=O)[O-])c3)cc2)n1`?
DENV2 CPE: -7; GSIS activator: 1; F508del corr: 1.7; ARNT-TACC3 inh: -13; Xi reactivation: 0.1; PAX8 reporter: -45; ERp5 block: -4; EWS-Fli inh: -8

What do the screens show for `COC(=O)C1=C(CS(=O)(=O)c2ccccc2)NC(=O)NC1c1ccccc1` (stereo not drawn)?
DENV2 CPE: 4; GSIS activator: 29; F508del corr: 1.4; ARNT-TACC3 inh: 1; Xi reactivation: 0.1; PAX8 reporter: 6; ERp5 block: -4

Results for CC(C)(C)c1ccc(C(=O)NCCCN2CCN(CCCNC(=O)c3ccc(C(C)(C)C)cc3)CC2)cc1 ?
GSIS activator: 18; ARNT-TACC3 inh: 10; Xi reactivation: 0.5; PAX8 reporter: 70*

How did COc1cc(Cl)c(C)cc1NC(=O)CCN1C(=O)NC(C)(C)C1=O do in these assays?
DENV2 CPE: -2; GSIS activator: -3; F508del corr: 2.9; ARNT-TACC3 inh: -2; Xi reactivation: 0.0; ERp5 block: -1; EWS-Fli inh: 3

How did CSc1cccc(NC(=O)CC(C)n2ccnc2)c1 (stereo not drawn) do in these assays?
DENV2 CPE: -7; GSIS activator: 4; F508del corr: 1.8; ARNT-TACC3 inh: -4; Xi reactivation: 0.0; PAX8 reporter: -3; ERp5 block: -2; EWS-Fli inh: 2

How did COCC(=O)N1[C@@H](CO)[C@@H](c2ccccc2)[C@@H]1CNC(=O)c1ccccn1 do in these assays?
DENV2 CPE: -5; GSIS activator: 3; F508del corr: 0.6; ARNT-TACC3 inh: -1; Xi reactivation: 0.1; PAX8 reporter: -1; ERp5 block: -1; EWS-Fli inh: -1

What do the screens show for `Cc1nn(-c2cccc(Cl)c2)c(Cl)c1/C=N/NC(=O)c1cccs1`?
DENV2 CPE: 0; GSIS activator: -2; ARNT-TACC3 inh: -8; Xi reactivation: 0.0; PAX8 reporter: -13; ERp5 block: 0

Results for CC(=O)c1ccc(Cc2ccc(C(C)=O)cc2)cc1 ?
DENV2 CPE: 0; GSIS activator: 18; ARNT-TACC3 inh: -6; Xi reactivation: -0.1; PAX8 reporter: 14; ERp5 block: -1; EWS-Fli inh: 4

Results for O=C(C1CCOCC1)N1CC(=O)N2[C@H](C1)[C@@H](c1ccc(Br)cc1)[C@@H]2CO ?
DENV2 CPE: -1; GSIS activator: -1; F508del corr: -0.6; Xi reactivation: 0.0; PAX8 reporter: -4; ERp5 block: 0; EWS-Fli inh: 0

What do the screens show for `O=C(COC(=O)c1cc([N+](=O)[O-])ccc1N1CCOCC1)c1ccccc1Cl`?
DENV2 CPE: -3; GSIS activator: -15; F508del corr: 4.4; ARNT-TACC3 inh: 15; Xi reactivation: 0.1; PAX8 reporter: 13; ERp5 block: 1; EWS-Fli inh: 1

Results for CNC(=O)C[C@@H]1CC[C@H]2[C@@H](COc3ccc(NC(=O)Nc4ccccc4F)cc3C(=O)N2C)O1 ?
DENV2 CPE: -4; GSIS activator: 3; F508del corr: -0.7; ARNT-TACC3 inh: 0; Xi reactivation: 0.2; PAX8 reporter: -17; ERp5 block: 2; EWS-Fli inh: -7

How did S=C(NCCc1ccccc1)N/N=C/c1c(Cl)cccc1Cl do in these assays?
GSIS activator: 0; ARNT-TACC3 inh: 2; Xi reactivation: 0.0; PAX8 reporter: -23

An excerpt from above in order of length of the SMILES, rising:
How did CSc1cccc(NC(=O)CC(C)n2ccnc2)c1 (stereo not drawn) do in these assays?
DENV2 CPE: -7; GSIS activator: 4; F508del corr: 1.8; ARNT-TACC3 inh: -4; Xi reactivation: 0.0; PAX8 reporter: -3; ERp5 block: -2; EWS-Fli inh: 2

Results for CC(=O)c1ccc(Cc2ccc(C(C)=O)cc2)cc1 ?
DENV2 CPE: 0; GSIS activator: 18; ARNT-TACC3 inh: -6; Xi reactivation: -0.1; PAX8 reporter: 14; ERp5 block: -1; EWS-Fli inh: 4

How did COc1cc(Cl)c(C)cc1NC(=O)CCN1C(=O)NC(C)(C)C1=O do in these assays?
DENV2 CPE: -2; GSIS activator: -3; F508del corr: 2.9; ARNT-TACC3 inh: -2; Xi reactivation: 0.0; ERp5 block: -1; EWS-Fli inh: 3

What do the screens show for `Cc1nn(-c2cccc(Cl)c2)c(Cl)c1/C=N/NC(=O)c1cccs1`?
DENV2 CPE: 0; GSIS activator: -2; ARNT-TACC3 inh: -8; Xi reactivation: 0.0; PAX8 reporter: -13; ERp5 block: 0

New compounds follow
Results for Cc1cc(=O)c2c(N(C)C)cccc2[nH]1 ?
DENV2 CPE: 1; GSIS activator: 18; F508del corr: 0.8; Xi reactivation: 0.0; PAX8 reporter: 16; ERp5 block: -3; EWS-Fli inh: 6

What do the screens show for `O=C(NC1CCS(=O)(=O)C1)c1ccc(Br)o1` (stereo not drawn)?
DENV2 CPE: 0; GSIS activator: 8; F508del corr: 0.5; ARNT-TACC3 inh: -3; Xi reactivation: 0.4; PAX8 reporter: -18; ERp5 block: 4; EWS-Fli inh: -6

What do the screens show for `C/C=C/c1ccc2c(c1)O[C@H](CN(C)Cc1ccccc1F)[C@@H](C)CN([C@H](C)CO)S2(=O)=O`?
DENV2 CPE: -7; GSIS activator: -32; F508del corr: -2.6; ARNT-TACC3 inh: 8; Xi reactivation: -0.7; ERp5 block: -2; EWS-Fli inh: 25

What do the screens show for `CC(C(=O)O)n1c2ccccc2c2cn[nH]c(=O)c21` (stereo not drawn)?
DENV2 CPE: -4; GSIS activator: 6; F508del corr: -1.5; ARNT-TACC3 inh: 2; Xi reactivation: 0.0; PAX8 reporter: 6; ERp5 block: 1; EWS-Fli inh: 2

How did CCCCc1nnc(NC(=O)CN2C(=O)C3CCCCC3C2=O)s1 (stereo not drawn) do in these assays?
DENV2 CPE: 9; GSIS activator: 4; F508del corr: 2.2; ARNT-TACC3 inh: -4; Xi reactivation: 0.0; PAX8 reporter: -1; ERp5 block: -5; EWS-Fli inh: 0

Results for O=C(Cc1ccccn1)N1CC2(C1)[C@H](c1ccccc1)[C@H](CO)N2C(=O)c1ccncc1 ?
DENV2 CPE: 17; GSIS activator: 2; F508del corr: -0.4; Xi reactivation: 0.1; PAX8 reporter: -10; ERp5 block: 1; EWS-Fli inh: 2
